# NS3 helicase inh: blocks Hepatitis C virus NS3 helicase unwinding. NS3 helicase DNA unwinding, Cy5 molecular beacon fluorescence. inhibition, % at 10.9 µM. hit rate 0.56% among 290,000. AID 1800;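 active = inhibition above the mean of all tested compounds plus 3 SD, set per campaign, cut at about 35% in these data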;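 also: 0% = DMSO wells and 100% = thioflavine S control wells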
#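 assay system = NS3 helicase fragment of HCV | buffer or medium = MOPS pH 6.5, MgCl2, DTT, Tween20, BSA | timing = 60 min unwinding reaction at 25 °C after ATP addition | signal = Cy5 beacon fluorescence read at start and 1 h | read-out basis = % inhibition of unwinding | control set = low DMSO, high thioflavine S at 110 µM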
# DNA FID counter: displaces DNA intercalator in HCV helicase counter-screen | DNA fluorescent intercalator displacement, fluorescence | inhibition, % at 7.9 µM | hit rate 0.17% among 290,000; in the data active = inhibition above about 37%;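 also: 0% = vehicle and 100% = reference compound; higher means more ethidium bromide displaced from hairpin DNA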
# PHOSPHO1 block: PHOSPHO1 (human) inhibition; Q8TCT1; hit rate 1.1% among 290,000; recombinant PHOSPHO1, absorbance phosphatase assay; inhibition, % at 13.3 µM; in the data active = inhibition above about 60%
# Target sequence (Q8TCT1 whole entry, looked up): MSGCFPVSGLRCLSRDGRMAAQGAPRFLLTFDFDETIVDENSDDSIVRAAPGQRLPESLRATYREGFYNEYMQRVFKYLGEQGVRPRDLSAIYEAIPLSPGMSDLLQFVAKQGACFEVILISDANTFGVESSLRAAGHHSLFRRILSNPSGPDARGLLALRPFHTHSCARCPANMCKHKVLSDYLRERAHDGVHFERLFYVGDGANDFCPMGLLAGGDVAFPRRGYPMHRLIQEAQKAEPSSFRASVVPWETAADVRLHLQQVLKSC
# VIM-2 inhibitor: blocks Pseudomonas aeruginosa VIM-2 metallo-beta-lactamase; purified VIM-2, nitrocefin hydrolysis, epi-absorbance fluorescence; inhibition, % at 5.6 µM; hit rate 0.89% among 290,000;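 active = inhibition above the mean of all tested compounds plus 3 SD, cutoff set per screening run, cut at about 7.5% in these data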;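 also: red hydrolysis product quenches plate fluorescence so inhibitors raise well fluorescence; 0% = enzyme with DMSO and 100% = DMSO without enzyme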
# SUMO HTRF inh: inhibitors of human SUMOylation (UBC9); HTRF SUMOylation assay, SAE1/SAE2 + UBC9, in vitro; P63279; hit rate 0.36% among 290,000; inhibition, % at 35 µM; in the data active = inhibition above about 50%, passing the limit was not always enough; also: strong numbers were not always called active
# Target sequence (P63279 whole entry, looked up): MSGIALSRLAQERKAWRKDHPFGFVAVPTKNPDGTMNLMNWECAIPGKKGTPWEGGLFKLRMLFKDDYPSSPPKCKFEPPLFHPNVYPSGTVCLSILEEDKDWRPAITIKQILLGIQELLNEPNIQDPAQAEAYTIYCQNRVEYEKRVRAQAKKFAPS
# p-CIP stab down: lowers stability of the mouse p/CIP coactivator protein; Q05BA5; AID 1984; decrease of EGFP signal, % at 10 µM; F442A p/CIP-EGFP cells, EGFP fluorescence, 16 h; hit rate 0.01% among 290,000;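 active = EGFP signal decrease of at least 30% at 10 µM or well 3 SD below plate mean, unless failing retest; inactive = the rest, including hits failing retest or dose response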; also: some compounds called inactive have numbers as strong as hits; many of its hits are not listed in these tables
# IMP-1 inh: inhibitors of Pseudomonas aeruginosa IMP-1 metallo-beta-lactamase; purified IMP-1, nitrocefin hydrolysis, epi-absorbance fluorescence; inhibition, % at 5.6 µM; hit rate 0.45% among 290,000;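 active = inhibition above the mean plus 3 SD of all compounds in the same screening run, cut at about 4.5% in these data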;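 also: 0% = IMP-1 with DMSO and 100% = DMSO wells lacking enzyme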
#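 Assay system: purified IMP-1; Quantity: IMP-1 0.2 nM before substrate addition; Medium: HEPES buffer pH 7.1 with ZnSO4 and Brij 35; Incubation: 15 min enzyme–compound preincubation, then 25 min nitrocefin reaction, 25 °C; Signal: fluorescence quenching readout, ex 480/em 530 nm; Controls: DMSO with and without IMP-1; Repeats: singlicate testing.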
# MEKK3 PB1 HTS: modulators (inhibitors or enhancers) of MEK5 binding to human MEKK3 PB1 domain. Q99759. bead-based flow cytometry, Alexa488-MEK5 binding to MEKK3; actives lie on both sides; 0 = blocked by unlabeled MEK5, 100 = vehicle. binding response (% of control), % at 10 µM. hit rate 1.4% among 290,000;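 active = binding response more than 3 SD above or below the average of its plate-row segment, actives on both sides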;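 also: Alexa488 bead fluorescence after subtracting the streptavidin-only scavenger bead signal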
# Target sequence (Q99759 whole entry, looked up, the tested form may be a part): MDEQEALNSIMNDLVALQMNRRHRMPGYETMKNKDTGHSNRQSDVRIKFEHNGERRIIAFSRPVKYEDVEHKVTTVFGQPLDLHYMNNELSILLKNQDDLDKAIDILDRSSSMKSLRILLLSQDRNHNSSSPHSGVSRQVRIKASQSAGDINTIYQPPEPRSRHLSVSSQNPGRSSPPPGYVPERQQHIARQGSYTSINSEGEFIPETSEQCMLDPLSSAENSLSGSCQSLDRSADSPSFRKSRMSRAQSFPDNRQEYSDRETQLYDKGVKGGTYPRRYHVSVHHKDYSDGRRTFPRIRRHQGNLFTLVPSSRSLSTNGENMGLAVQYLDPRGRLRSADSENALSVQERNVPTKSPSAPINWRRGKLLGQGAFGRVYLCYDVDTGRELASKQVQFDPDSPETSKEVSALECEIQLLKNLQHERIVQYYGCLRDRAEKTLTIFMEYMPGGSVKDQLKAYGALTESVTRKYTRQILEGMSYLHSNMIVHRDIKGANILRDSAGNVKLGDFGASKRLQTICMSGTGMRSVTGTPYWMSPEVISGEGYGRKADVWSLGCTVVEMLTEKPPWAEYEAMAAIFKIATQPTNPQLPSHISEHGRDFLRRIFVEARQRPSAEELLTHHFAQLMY
# IDE cell activ: IDE (human) activation, cell-based; activation, % at 5.96 µM; P14735; HEK cells, FAbeta-B cleavage, fluorescence polarization; 0% vehicle, 100% cell-free pure enzyme wells; hit rate 0.073% among 340,000; AID 493087;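 active = activation above the mean of all tested compounds plus 3 SD, set per screening campaign, cut at about 17% in these data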
# Numbers without * were called inactive; x = not tested or not shown.
# Values in the order: SUMO HTRF inh	IDE cell activ	MEKK3 PB1 HTS	VIM-2 inhibitor	IMP-1 inh	PHOSPHO1 block	NS3 helicase inh	p-CIP stab down	DNA FID counter
> CCN1CCN(C(=O)C2=C(C(=O)O)CCCC2)CC1
 : 16	11	105	6.0	13*	8	4	-13	-6
> C=CCOC(=O)C1=C(C)N=C2SCCC(=O)N2C1/C=C/c1ccccc1OC (stereo unspecified)
 : -5	2	101	-3.4	-0.5	-2	3	11	-23
> CCOC(=O)c1c(NC(=O)c2ccccc2Br)sc2c1CCc1ccccc1-2
 : 1	2	101	0.0	-1.4	71*	4	-9	-11
> CCOc1ccc(C2C(C(=O)c3cccs3)=C(O)C(=O)N2CCCn2ccnc2)cc1 (stereo unspecified)
 : 16	x	x	-1.6	-0.3	24	2	2	-3
> O=C(/C=C/c1ccc2c(c1)OCO2)Nc1nc(-c2ccc(F)cc2)cs1
 : 2	x	98	-2.1	-3.6	2	-2	3	-1
> Cc1ccc(Nc2nc(C)cc(C)n2)c(Br)c1
 : 3	4	102	-3.7	-1.1	-12	-1	9	0
> Cc1ccc(CNC(=O)CCS(=O)(=O)c2ccc(Br)s2)o1
 : -4	1	101	-2.8	-1.5	14	1	0	-4
> NC(=S)N/N=C\c1c2ccccc2cc2ccccc12
 : -2	0	93	-1.6	-0.5	41	-13	-4	3
> Cc1ccc(S(=O)(=O)Nc2c(C)nc3nc(C)[nH]n3c2=O)c(C)c1
 : 7	2	99	0.8	-0.1	36	3	6	-5
> COC(=O)c1ccc(NC(=O)CS(=O)(=O)c2ccccc2)cc1
 : 10	-3	104	-0.3	-1.1	29	16	2	-5
> Cc1ccc(-n2c3c(cc(C(=O)NCc4ccco4)c2=O)C(=O)CCC3)cc1
 : 19	0	110	-1.2	-6.0	43	1	0	-25
> CC(C)c1nc2c([nH]1)c(=O)n(C)c(=O)n2C
 : 1	5	113	-2.3	-3.2	34	11	-7	-5
> C1=CCC(CN2CCNCC2)CC1 (stereo unspecified)
 : -8	8	106	-2.1	-4.5	13	-1	-20	16
> O=C(Cc1cccs1)N/N=C/c1ccco1
 : 17	5	96	-4.2	-4.5	-2	6	-1	-4
> CCC(=O)c1ccc(N2CCC(C)CC2)c(F)c1
 : 14	0	112	-2.8	-2.9	1	-9	-19	11

# Given as tab-separated lines: 7 of the compounds above.
structure	SUMO HTRF inh	IDE cell activ	MEKK3 PB1 HTS	VIM-2 inhibitor	IMP-1 inh	PHOSPHO1 block	NS3 helicase inh	p-CIP stab down	DNA FID counter
CCN1CCN(C(=O)C2=C(C(=O)O)CCCC2)CC1	16	11	105	6.0	13*	8	4	-13	-6
C=CCOC(=O)C1=C(C)N=C2SCCC(=O)N2C1/C=C/c1ccccc1OC (stereo unspecified)	-5	2	101	-3.4	-0.5	-2	3	11	-23
CCOC(=O)c1c(NC(=O)c2ccccc2Br)sc2c1CCc1ccccc1-2	1	2	101	0.0	-1.4	71*	4	-9	-11
CCOc1ccc(C2C(C(=O)c3cccs3)=C(O)C(=O)N2CCCn2ccnc2)cc1 (stereo unspecified)	16	x	x	-1.6	-0.3	24	2	2	-3
O=C(/C=C/c1ccc2c(c1)OCO2)Nc1nc(-c2ccc(F)cc2)cs1	2	x	98	-2.1	-3.6	2	-2	3	-1
Cc1ccc(Nc2nc(C)cc(C)n2)c(Br)c1	3	4	102	-3.7	-1.1	-12	-1	9	0
Cc1ccc(CNC(=O)CCS(=O)(=O)c2ccc(Br)s2)o1	-4	1	101	-2.8	-1.5	14	1	0	-4

# (list continues)
# Values in the order: SUMO HTRF inh	IDE cell activ	MEKK3 PB1 HTS	VIM-2 inhibitor	IMP-1 inh	PHOSPHO1 block	NS3 helicase inh	p-CIP stab down	DNA FID counter
> O=C(CN1CCN(S(=O)(=O)c2ccc(F)cc2)CC1)Nc1ccc(F)cc1F
 : 17	2	103	-3.1	-2.1	27	5	-2	-27
> O=C(NCCCO)C(=O)c1c(-c2ccccc2)cc2ccccn12
 : 7	2	98	-4.8	-1.4	36	-27	-5	-4
> CCOC(=O)C1CCN(c2ccc(C(=O)O)cc2[N+](=O)[O-])CC1
 : 4	7	103	-3.5	-1.3	7	-2	-7	-1
> O=c1cc(CN2CCN(c3cccc(Cl)c3)CC2)c2cc3c(cc2o1)CCCC3
 : 9	0	103	-0.9	-4.1	8	-1	-3	-6
> COc1ccc2cc(C(C)=O)c(=O)oc2c1
 : 4	2	97	-3.2	-1.0	-19	0	-12	-3
> CC(NC(=O)c1cc(F)c(F)c(F)c1F)c1ccc(-n2ccnc2)cc1 (stereo unspecified)
 : 6	-1	104	-2.6	3.3	29	-7	-8	-12
> COc1ccc(/C=N\NC(=O)c2ccccc2)cc1COc1ccc(F)cc1
 : 7	1	106	-1.7	-0.9	18	46*	-17	-32
> O=C(Nc1ccc2oc(-c3ccccc3Cl)nc2c1)c1cncc(Br)c1
 : 31	-3	104	-1.2	-0.1	7	2	3	4
> Cc1nn(-c2ccccc2)nc1C(=O)NNC(=O)c1ccc(C(F)(F)F)cc1
 : 5	-1	109	-3.5	-1.8	32	4	-6	-11
> CSCC[C@H](N)C(=O)N1CCC(C(=O)N[C@@H](C)C(=O)NCc2ccc(F)cc2)CC1
 : 2	4	100	-2.9	-1.8	34	-2	9	-3
> COc1cc(OC)c2c(-c3ccccc3)cc(=O)oc2c1C(CC(=O)N1CCN(c2ccccc2)CC1)c1ccc(N(C)C)cc1 (stereo unspecified)
 : 14	0	89	x	x	-1	x	-1	x
> Cc1ccc(NC(=O)CN(C)C(=O)c2cccc(Br)c2)cc1
 : -9	-4	99	-0.9	-2.3	-12	-11	3	-14
> COc1cccc(-c2cccc(NC(=O)C3CCN(Cc4ccc(CO)o4)CC3)c2)c1
 : 11	3	104	-0.2	-1.9	46	-2	-10	1
> Cc1cc(=O)oc2cc(OC(C)C(=O)NCc3ccccn3)ccc12 (stereo unspecified)
 : 9	-3	99	-4.7	-1.6	33	3	-6	-10
> CCc1cc(C(=O)COc2ccc(F)cc2)c(O)cc1O
 : 0	4	99	-0.8	-1.5	-37	-3	9	-4

# Following part
# Values in the order: SUMO HTRF inh	IDE cell activ	MEKK3 PB1 HTS	VIM-2 inhibitor	IMP-1 inh	PHOSPHO1 block	NS3 helicase inh	p-CIP stab down	DNA FID counter
> Cc1ccc(-n2c(SCC(=O)NCCN3C(=O)CSC3=O)nnc2-c2ccccc2F)cc1
 : 2	2	99	-2.4	-2.8	-9	5	-7	-22
> COC(=O)c1cc2oc3ccccc3c2n1CC(=O)N1CCCc2ccccc21
 : 5	2	103	-3.9	-3.9	-29	-1	-10	-2
> CNC(=O)C1Cc2ccccc2CN1S(=O)(=O)c1cccs1 (stereo unspecified)
 : 6	3	98	-1.7	-1.3	-4	3	-15	-3
> COc1ccc(S(=O)(=O)N2CCC(C(=O)NC3CCCCC3C)CC2)cc1 (stereo unspecified)
 : 0	-3	97	-2.8	-3.1	39	0	-17	-33
> COc1ccccc1OCc1ccc(C(=O)N(C)C)o1
 : 10	2	99	-2.5	-4.5	46	0	-10	-4
> CC1(C)CC(=O)C(N=Nc2cccc(S(=O)(=O)N3CCOCC3)c2)=C(O)C1
 : 9	-3	98	1.6	-0.6	20	13	11	-18
> Cc1nn(-c2ccccc2)c(Cl)c1/C=C1\C(=O)N(C)C(=S)N1C
 : 2	1	105	-0.8	-1.8	17	0	-4	-9
> O=C(CN(CC1CCCO1)C(=O)CNS(=O)(=O)c1ccccc1)NCc1ccc(F)cc1 (stereo unspecified)
 : 1	2	100	-2.0	-0.3	6	-2	12	-24
> COCCNC(=O)NC(=O)COC(=O)c1cc([N+](=O)[O-])ccc1Sc1nc(C)cs1
 : -4	1	104	-2.0	-1.9	21	-2	-6	-21
> CCOc1cc(Br)cc(/C=C2\SC(=Nc3ccccc3)NC2=O)c1O
 : 12	-24	103	-1.5	-3.0	8	-8	-11	-14
> O=C(Cn1c(=O)sc2ccccc21)Nc1ccc(S(=O)(=O)N2CCCCC2)cc1
 : 16	5	116	-1.5	-2.1	17	-9	12	-15
> O=C(c1ccc(C(F)(F)F)cc1)C1CCCN(C(=O)CCc2cnccn2)C1 (stereo unspecified)
 : 21	1	108	-3.2	-1.5	12	2	-6	-19
> COCCCNc1nc(N)c([N+](=O)[O-])c(Nc2ccccc2OC)n1
 : 13	x	102	-3.1	-3.0	42	19	-7	-2
> Cn1cc(C(=O)Nc2ccc(C#N)cc2)c2ccccc2c1=O
 : 8	-4	104	-4.2	-2.0	33	-3	9	-7
> CC1(C)CN(c2ccc(CC#N)cc2)C1=O
 : -8	-1	95	1.1	-2.7	8	10	-4	-3

# (listing goes on)
# Values in the order: SUMO HTRF inh	IDE cell activ	MEKK3 PB1 HTS	VIM-2 inhibitor	IMP-1 inh	PHOSPHO1 block	NS3 helicase inh	p-CIP stab down	DNA FID counter
> Cc1ccc(CN(CC2CCCO2)C(=O)CN2C(=O)C(C(C)C)Oc3ccccc32)o1 (stereo unspecified)
 : 28	-5	101	-3.9	-2.7	-4	4	-3	-30
> COC(=O)c1c(NC(=O)c2ccco2)sc2c1C(C(=O)OC)CC2 (stereo unspecified)
 : -13	3	97	-0.2	-2.8	1	3	-7	-11
> NC(=S)N/N=C/c1c[nH]c2ccccc12
 : 18	1	104	-3.1	-3.2	-20	-9	1	-2
> COc1ccc2oc(=O)c(C(=O)N3CCCC3)cc2c1
 : 28	6	89	-5.1	-2.6	32	3	-6	0
> COC(=O)c1cc(C)nc2c1C(=O)C(=O)C=C2N1CCOCC1
 : 99*	3	96	-3.1	-5.2	x	-3	4	0
> CCNC(=O)COC(=O)C1CCC(=O)N(c2ccc(OC)cc2)C1c1ccc(OC)cc1 (stereo unspecified)
 : -8	2	98	-6.8	-1.0	4	-2	-13	-16
> COC(=O)c1ccc(Cl)c(NC(=O)NC23CC4CC(CC(C4)C2)C3)c1
 : -33	4	104	-2.2	-2.5	5	14	2	-5
> COC(=O)c1cc2occc2n1Cc1nc(-c2cccc(Cl)c2)oc1C
 : 7	-1	116	-1.3	-1.8	-9	4	-2	-1
> Nc1nc(NCc2ccccc2)n(-c2ccccc2)n1
 : 4	0	106	1.5	-2.5	20	-1	-4	-5
> Cn1c(=O)oc2cc(S(=O)(=O)NCCN3CCCCCC3)ccc21
 : 16	2	84	-1.3	-1.6	0	-7	-11	3
> O=C1COc2ccc(S(=O)(=O)N3CCCC3)cc2N1
 : 2	3	102	-3.2	-2.7	-14	1	-7	1
> COc1ccc(OCC(=O)O/N=C(\N)Cc2ccc(Cl)cc2)cc1
 : -31	3	102	-1.2	-2.0	10	0	1	-7
> O=S(=O)(c1ccc(Cl)s1)N1CCCc2cccc(O)c21
 : 13	-1	99	-1.6	-1.9	21	1	0	-10
> Cc1nc2ccccc2nc1OCC(=O)Nc1cc(C(F)(F)F)ccc1N1CCOCC1
 : 1	1	99	1.4	0.1	-3	8	-4	-11

# Screening data deposited in PubChem BioAssay by several laboratories.

# This is a subset; rates above refer to the full screens.
